PTHR1 ag = PTHR1 (human) receptor agonism | AID 743266 | Q03431 | HEK293 GP2 PTHR1 cells, GloSensor cAMP luminescence, 1 h | 0.075% of 410,000 active | Potency, µM (highest dose often 115 µM), for inactives: at the top dose activation, usual class: activators; also: potency is read from the fitted curve at half-maximal effect; nearly all actives have a fitted effect of over 55% in size; some results filed as inactive show a strong effect at the top dose; inactives centre near -15; many of its hits are not listed in these tables
Target sequence (Q03431 whole entry, looked up): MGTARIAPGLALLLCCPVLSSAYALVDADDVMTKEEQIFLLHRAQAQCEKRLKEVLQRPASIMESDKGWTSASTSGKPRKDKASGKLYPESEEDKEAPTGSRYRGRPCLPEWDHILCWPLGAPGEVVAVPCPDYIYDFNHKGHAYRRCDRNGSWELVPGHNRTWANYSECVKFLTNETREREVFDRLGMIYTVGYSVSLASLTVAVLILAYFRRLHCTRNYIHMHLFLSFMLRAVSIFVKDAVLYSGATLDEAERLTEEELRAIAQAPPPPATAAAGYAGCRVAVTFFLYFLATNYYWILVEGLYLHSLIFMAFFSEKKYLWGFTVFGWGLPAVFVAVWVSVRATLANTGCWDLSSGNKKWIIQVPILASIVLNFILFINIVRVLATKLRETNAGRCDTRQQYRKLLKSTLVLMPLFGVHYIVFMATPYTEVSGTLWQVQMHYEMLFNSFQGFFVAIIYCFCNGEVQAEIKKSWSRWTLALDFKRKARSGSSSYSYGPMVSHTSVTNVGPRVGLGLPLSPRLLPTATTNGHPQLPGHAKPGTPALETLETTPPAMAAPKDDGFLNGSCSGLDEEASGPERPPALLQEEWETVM
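HEK-293-derived GP2 cells expressing PTHR1 and a GloSensor cAMP reporter, 3,000/well, plated overnight, given luciferin plus IBMX (each 0.5 mM as added) for 1 h at 37 °C, then compound for 1 h at 37 °C. Luminescence was read after 15 min at room temperature.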
GLP1R inv ag = acts as inverse agonist at human GLP-1 receptor; 1.6% of 410,000 active; HEK293 GLP-1R CRE-luciferase, luminescence, 24 h; GLP-1R form is constitutively active; AID 624417; P43220; Potency, µM (titrated, usually from 38.3 µM), for the others: at the highest dose activity change, negative = inhibition, usual class: inhibitors; also: potency is read from the fitted curve at half-maximal effect; % is scaled to controls: 0 for no effect and ±100 for the full control effect; nearly all actives have a fitted effect of over 55% in size
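GLP-1R inverse agonism mode: basal reporter luminescence in engineered HEK293 cells measured after one day of compound exposure at 37 deg C, with a 12 min room-temperature detection step.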
FUS yeast rescue = FUS proteinopathy suppression in yeast; S. cerevisiae FUS-expressing, growth rescue, OD600, 24 h; Potency, µM (titrated, usually from 76.6 µM), for inactives: at the top dose growth rescue (activation), actives largely listed as activators; 0.24% of 390,000 active; AID 1347120;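 also: potency is read from the fitted curve at half-maximal effect; plate controls were DMSO vehicle for no effect and reference control for full effect; nearly all actives have a fitted effect of over 55% in size; some results filed as inactive show a strong effect at the top dose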
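Compound concentration series was pinned onto galactose-induced FUS-expressing yeast seeded at OD 0.005. Plates sat 24hr at 30C; absorbance at 600 nm gave growth. DMSO served as background control.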
pAkt inh = blocks phosphorylation of Akt; Neuro2A IGF-stimulated pAkt S473 HTRF, 20 min; stronger effect = lower value; activity change, % for hits at 50 µM; 0.32% of 360,000 active; AID 651550; in the data active = activity change below about -80%; inconclusive = mostly about -51% to -80%; also: % is scaled to controls: 0 for no effect and ±100 for the full control effect
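Single-point screen (50 µM final compound) in Neuro2A cells stimulated 20 min with 6 nM IGF at 37 deg C. After lysis, Ser473-phosphorylated Akt read by HTRF (ex 330 nm, em 615/665 nm) as the 665/615 ratio.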
TDP43 rescue = rescues yeast growth from TDP-43 toxicity. AID 652104. TDP-43 expressing yeast growth rescue, BacTiter-Glo, 24 h. 1.8% of 410,000 active. Potency, µM (series often up to 46.1 µM), without a hit: at the top dose growth rescue (activation), actives largely listed as activators; also: potency is read from the fitted curve at half-maximal effect; % of control where 0% means no effect; nearly all actives have a fitted effect of over 50% in size
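In this qHTS, compounds that restore growth of yeast expressing TDP-43 appear as activators. Cells (OD600=0.02, galactose medium, raffinose-pregrown) are incubated with compound 24 hr at 30 deg C and growth is quantified by BacTiter-Glo.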
GLP-1R agonist = activates the human GLP-1 receptor. P43220. HEK293 GLP-1R CRE-luciferase, luminescence, 4-6 h; cells express a hypersensitive GLP-1R form. Potency, µM (top dose mostly 45.6 µM), without a hit: top-dose activation, hits mostly activators. 0.007% of 380,000 active; also: potency is read from the fitted curve at half-maximal effect; % of control where 0% means no effect
Abeta yeast res = A-beta toxicity reversal in yeast; Potency, µM (top dose mostly 46.1 µM), for inactives: at the highest dose growth rescue, hits mostly activators; 0.063% of 410,000 active; yeast expressing A-beta42, growth rescue, OD600, 48 h; response scale: 0% DMSO, 100% iron-clioquinol control; also: potency is read from the fitted curve at half-maximal effect; nearly all actives have a fitted effect of over 55% in size
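Yeast A-beta toxicity model in growth medium with pinned compounds, 48 h at 30 C; growth read as absorbance at 600 nm. Normalized to FeCl3/clioquinol equimolar mix (positive) and DMSO (negative).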
aSyn yeast inh = alpha-synuclein toxicity inhibition in yeast; Yeast expressing alpha-synuclein, growth rescue, BacTiter-Glo, 24 h; Potency, µM (titrated, usually from 46.1 µM), inactives show at the top dose growth rescue (activation), actives largely listed as activators; 0.14% of 370,000 active; AID 652106; also: potency is read from the fitted curve at half-maximal effect; % of control where 0% means no effect; nearly all actives have a fitted effect of over 65% in size
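Rescue of yeast growth: cells expressing toxic alpha-synuclein, induced in galactose at OD600 0.02, incubated with compound 24 h at 30 C. ATP luminescence quantified growth; inhibitors of toxicity appear as activators.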
DRD3 antagonist = D3 dopamine receptor (human) antagonism; P35462; AID 652054; D3R cells, DiscoveRx beta-arrestin luminescence, antagonist mode; stronger effect = lower value; 2.5% of 360,000 active; max response, negative = inhibition, %; in the data active = max response below about -50%; inconclusive = no clear call, values can overlap the other calls; also: % is scaled to controls: 0 for no effect and ±100 for the full control effect; mostly tested at two doses, the higher about 12 µM
Target sequence (P35462 whole entry, looked up): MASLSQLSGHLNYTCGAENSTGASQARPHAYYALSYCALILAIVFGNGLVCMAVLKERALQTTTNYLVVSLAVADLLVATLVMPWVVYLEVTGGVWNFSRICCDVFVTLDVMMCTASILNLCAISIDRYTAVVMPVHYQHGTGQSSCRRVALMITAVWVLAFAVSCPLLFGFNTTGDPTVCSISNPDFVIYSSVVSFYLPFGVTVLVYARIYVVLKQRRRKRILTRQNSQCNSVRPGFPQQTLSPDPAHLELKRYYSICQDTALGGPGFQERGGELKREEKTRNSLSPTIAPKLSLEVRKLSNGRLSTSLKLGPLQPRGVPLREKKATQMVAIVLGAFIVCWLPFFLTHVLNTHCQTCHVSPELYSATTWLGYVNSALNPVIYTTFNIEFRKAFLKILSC
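Cells expressing the human receptor were seeded at 1500 cells/well, incubated overnight at 37 degrees C in 5% CO2, then exposed to library compounds with dopamine controls for 90 minutes at 37 degrees C before luminescent detection.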
An asterisk follows results filed as active; i = inactive; u = inconclusive; x = no result given; & = joins results of further samples; [ ] = remark or other dose. Unless noted, calls follow the shape of the dose curve; as a rule, active = well fitted curve in the direction sought with a large enough effect; inconclusive = small, poorly fitted or top-dose-only effect, or another doubt; inactive = no such curve, though single readings can be large; an effect the other way counts as inactive or inconclusive.

SMILES	PTHR1 ag	GLP1R inv ag	FUS yeast rescue	pAkt inh	TDP43 rescue	GLP-1R agonist	Abeta yeast res	aSyn yeast inh	DRD3 antagonist
CC(=O)c1cccc(NC(=O)COC(=O)Cc2ccc(Cl)cc2)c1	-43%[inhibitor]	-8%	15%	i	6%	-10%	13%	2%	12
COc1ccc(NC(=O)COC(=O)c2ccco2)c([N+](=O)[O-])c1	i	19%	-8%	i	18%	-1%	-3%	6%	4
COc1ccccc1C(=O)NCC(C)(C)CN=C1NS(=O)(=O)c2ccccc21	-5%	-4%	5%	i	-6%	17%	4%	3%	10
CCCCOC(=O)c1ccc(NC(=O)C2CCCO2)cc1 (stereo unspecified)	-24%[57.5 µM]	12%	15%	i	16%	7%	-10%	-5%	16
CCN(C[C@H]1N[C@@](C)(C(=O)OC)[C@H]2C(=O)N(Cc3ccccc3)C(=O)[C@@H]12)C(=O)c1ccc(F)cc1	i	2%	-10%	i	9%	-4%	-3%	0%	-5
CCOC(=O)c1cnc2c(-c3ccccc3)c(C)nn2c1N	i	14%	13%	u	-1%	21%	11%	-1%	11
O=C(c1cc(COc2ccc(F)cc2Cl)on1)N(Cc1ccncc1)CC1CCCO1 (stereo unspecified)	-9%	-24%	-23%	i	-8%	19%	4%	8%	-2
O=Cc1ccc(OC(=O)c2cc(Cl)nc3ccccc23)cc1	-9%	-10%	14%	i	-14%	0%	-12%	-15%	-17
CCOc1ccc(Nc2oc(-c3ccc(COc4ccc(C)cc4)o3)nc2C#N)cc1	-1%	6%	-7%	x	6%	x	-9%	x	x
COc1ccc(Nc2c(-c3ccc(C)o3)nc3ccc(Cl)cn23)cc1	i	1%	-10%	x	11%	x	-3%	x	x
CCOC(=O)c1c(-c2ccccc2)oc2ccc(OC(C)C(=O)O)cc12 (stereo unspecified)	i	16%	20%	i	0%	5%	-9%	-2%	1
CCOc1ccc(OCc2cccc(C(=O)N(CC)CC)c2)cc1	-31%[inhibitor]	-68%	12%	i	19%	1%	17%	8%	6
COc1ccc(CNC(=O)CN(Cc2ccc(C)cc2)C(=O)c2csnn2)cc1	-23%	-4%	24%	i	-18%	5%	-12%	-2%	-18
COc1cc(C)c(NC(=S)Nc2cccc(Cl)c2C)cc1OC	-24%	25%	x	i	12%	0%	2%	-1%	13
Cc1ccc(C(=O)Nc2nc(=O)[nH]s2)cc1	-12%&-8%	1%&12%	10%&8%	i	-8%&-10%	-2%&0%	3%&0%	-2%&-3%	-21&-2
COc1ccc(C2=NS(=O)(=O)N(C)C(C(=O)NCc3ccccn3)=C2)cc1OC	-33%	14%	-7%	i	8%	-4%	-8%	-13%	2
Oc1ccc(Cl)cc1C=NCCc1ccccc1	-23%	16%	x	i	23%	1%	1%	4%	-23
O=[N+]([O-])c1ccccc1CS(=O)(=O)c1ccccc1	i	14%	-23%	i	28%	1%	8%	10%	u
O[C@@H]1C[C@H](c2ccccc2)N(CC2CCCCC2)C[C@H]1n1cc(C2CC2)nn1	-35%[inhibitor]	u	7%	i	0%	0%	-6%	4%	9
O=C(NCc1ccccn1)C1CC(c2ccccc2Cl)=NO1 (stereo unspecified)	-18%	18%	13%	i	3%[0.397 µM]	11%	-2%	1%	-22
OCCN1CCN(CC#CCn2c3ccccc3c3ccccc32)CC1	i	u	6%	i	-9%	12%	14%	2%	0
CCOc1ccc(C2C(=O)N(C3CCCCC3)CC(=O)N2CC2CCCO2)cc1OC (stereo unspecified)	i	1%	x	i	1%	0%	23%	3%	15
COc1ccc(CCNC(=O)C2CC3Cn4c(nc5ccccc54)C3N2C)cc1 (stereo unspecified)	-21%	3%	-24%	i	7%	2%	-6%	1%	9
O=C1Nc2ccccc2SC1c1ccccc1 (stereo unspecified)	-12%	u	-27%	i	u	-8%	10%	1%	-12
CC(=O)Nc1ccc2c(CSc3nncs3)cc(=O)oc2c1	-1%	61%[activator]	17%	i	1%	8%	-8%	0%	-17
Cc1ccc(Cl)cc1-n1c(=O)c2sc3ccccc3c2n(CC(=O)NC2CCCC2)c1=O	i	-1%	-6%	x	9%	-2%	-10%	x	x
CCn1cc(/C=N\NC(=O)Cc2ccc(Cl)cc2)cn1	i	15%	x	i	22%	-8%	12%	0%	20
Cc1csc2nc(CNS(=O)(=O)c3cccnc3)cn12	18%	-3%	-2%	i	-15%	-3%	-13%	-4%	-18
CN(Cc1cccs1)C(=O)COC(=O)CNC(N)=O	-17%	22%	-61%	i	17%	3%	9%	-5%	3
Cc1ccc(Cl)cc1N1CCN(C(=O)c2cc(S(=O)(=O)N3CCC(C)CC3)cn2C)CC1	-1%	-6%	34%	x	24%	-4%	9%	x	x
Cc1cccc(/C=C2\Sc3ccc(C(=O)N4CCCCC4)cc3N(C)C2=O)c1	i	u	u	x	u	14%	-4%	u	-10
CC(C)CCNC(=O)CN1N=C(c2ccc(Cl)cc2)CCC1=O	-6%	-22%&10%	-1%&34%	i	6%&18%	12%	11%&-6%	2%	u
COC(=O)c1ccc(-n2c(C)cc(C(=O)COC(=O)CC3Sc4ccccc4NC3=O)c2C)cc1 (stereo unspecified)	-46%[inhibitor]	u	x	i	-6%	1%	3%	-6%	-2
CCc1ccccc1N1CC23C=CC(O2)C(C(=O)O)C3C1=O (stereo unspecified)	24%	2%	-15%	i	4%	-3%	-13%	3%	-18
CCn1c(C(=O)N2CCC(C(=O)NCCc3ccccc3)CC2)cc2sccc21	i	-10%	10%	x	-1%	x	-9%	x	x
COc1cccc(NC(=S)NNC(=O)c2c([N+](=O)[O-])c(C)nn2C)c1	i	0%	20%	i	14%	4%	-9%	1%	-10
CC(=O)c1ccc(NC(=S)N(CCCN(C)C)Cc2ccccc2)cc1	i	u	6%	i	1%	7%	-14%	-2%	23
O=C(Cn1cnc2ccccc21)N/N=C/c1ccc([N+](=O)[O-])cc1	-4%	-15%	10%	i	-10%	2%	3%	-2%	-17
CN(Cc1cnc2nc(N)nc(N)c2n1)c1ccc(C(=O)NC(CCC(=O)O)C(=O)O)c2ccccc12 (stereo unspecified)	-9%	-57%	x	i	u	9%	1%	6%	6
CCC(CC)C(=O)N(CCc1ccc(OC)cc1)Cc1nc2ccccc2c(=O)[nH]1	1%[57.5 µM]	u	38%	i	-25%	18%	11%	13%	9
O=C(CSc1nnc(NC(=O)c2cccc(F)c2)s1)NCC1CCCO1 (stereo unspecified)	-15%	13%	x	i	14%	-6%	0%	4%	22
O=C(COC(=O)/C=C/c1cccc(Br)c1)NCCc1ccccc1	i	-17%	2%	i	13%	3%	5%	-7%	16
Cc1ccc(S(=O)(=O)N(C)c2c(C)ccc(S(=O)(=O)NC(C)(C)C)c2C)cc1	-14%	-8%[7.66 µM]	5%	i	15%[9.22 µM]	9%	4%	3%	3
COc1ccc(Cl)cc1NC(=O)CCNC(=O)OCc1ccccc1	i	u	2%	i	u	-1%	7%	0%	-12
Cc1ccccc1C(=O)OCc1cc(=O)n2nc(C3CCCCC3)sc2n1	-23%	1%	21%	x	21%	x	-9%	x	x
Cc1cccc(NC(=O)CN2CCN(C(=O)CNC(=O)Cc3cccc4ccccc34)CC2)c1C	-28%	2%	17%	i	19%	-1%	16%	3%	1
Cc1cccc2sc(N(Cc3cccnc3)C(=O)CCc3ccccc3)nc12	-17%	u	u	x	u	x	-20%	x	x
O=C(CSc1ncnc2[nH]ncc12)Nc1nc(-c2ccc(F)c(F)c2)cs1	-37%[inhibitor]	11%	24%	i	0%	-1%	-13%	u	69
COc1ccc(N/N=C(/C#N)S(=O)(=O)C(C)(C)C)cc1	-25%	-8%[7.66 µM]	-4%	i	-17%[9.22 µM]	-4%	-22%	5%	-17
Cc1cc(C)n2c3c(c(C#N)c2n1)CC(C)(C)OC3	i	87%[activator]	4%	i	7%	0%	-5%	-2%	-9
CC(=O)c1cccc(NC(=O)c2ccc([N+](=O)[O-])o2)c1	0%	74%[activator]	-5%	i	u	6%	-43%[inhibitor]	-27%	6
C[C@@H]1O[C@@H](Oc2c(-c3ccc(O)c(O)c3)oc3cc(O)cc(O)c3c2=O)[C@H](O)[C@H](O)[C@H]1O	22%&14%	8%&-4%	-14%&-8%	i	7%&-10%	-4%&-3%	-18%&-10%	8%&-3%	18&11
CCn1c(SCC(=O)Nc2ccc(S(N)(=O)=O)cc2)nnc1-c1ccccc1OC	-3%[57.5 µM]	0%	5%	i	-9%	1%	3%	-3%	-14
O[C@H]1c2ccccc2[C@H](Cc2cncs2)[C@@H]1Br	i	13%	5%	i	-3%	-1%	u	1%	17
CCOc1ccccc1C(=O)NCC(=O)NCC(c1ccc(OC)cc1)N1CCOCC1 (stereo unspecified)	i	64%[activator]	-3%	i	-12%	6%	-1%	-8%	6
Cc1cc(C(=O)N[C@@H](c2ccccc2)[C@]2(C)C[C@H]2[C@@H](C)C(=O)Nc2ccc3ccccc3c2)no1	i	u	30%	i	-6%	-3%	-4%	2%	-28
CCOC(=O)C1=C(C)Nc2ccccc2S1	-6%	-9%	28%	i	-18%	8%	-12%	1%	0
CC1=C(C(=O)N(C)C)CC(CC(=O)NCCCCc2ccccc2)C(=O)N1Cc1ccc(C(C)(C)C)cc1 (stereo unspecified)	-48%[inhibitor]	u	u	i	u	-1%	5%	1%	2
CC1=N/C(=C/c2cc(Br)cc(Br)c2O)C(=O)O1	i	2%	-9%	i	-8%	0%	-20%	-4%	62
COc1cccc(N=Nc2ccc3cccnc3c2O)c1	-26%	u	-27%	i	-47%[inhibitor]	-6%	-62%[inhibitor]	u	-139*

A portion of the library; count on the stated rates, not on these rows.
